PHOSPHO1 inh = PubChem AID 1565; recombinant PHOSPHO1, absorbance phosphatase assay; inhibition, % at 13.3 µM; Phosphoethanolamine/phosphocholine phosphatase (Homo sapiens), Q8TCT1; 290,000 tested, 1.1% active; in the data active means inhibition above about 60%
MEKK3 PB1 HTS = modulators of MEKK3-MEK5 PB1 binding, primary screen, biochemical, wildtype MEKK3, multiplex bead flow cytometry, Alexa488-MEK5; Mitogen-activated protein kinase kinase kinase 3 (Homo sapiens), Q99759; bead-based flow cytometry, Alexa488-MEK5 binding to MEKK3; actives lie on both sides; 0 = blocked by unlabeled MEK5, 100 = vehicle; binding response (% of control), % at 10 µM; 290,000 tested, 1.4% active; AID 1529, 2009;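 active means binding response more than 3 SD above or below the average of its plate-row segment, actives on both sides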;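 further: Alexa488 bead fluorescence after subtracting the streptavidin-only scavenger bead signal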
IDE act = human IDE activators in live cells, primary screen, fluorescence polarization, HEK cells, FAbeta-B substrate. FAbeta-B cleavage; 0% vehicle, 100% cell-free pure enzyme wells. activation, % at 5.96 µM. 340,000 tested, 0.073% active. AID 493087, 2011;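 active means activation above the mean of all tested compounds plus 3 SD, set per screening campaign, cut at about 17% in these data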
Target sequence (P14735 whole entry, looked up): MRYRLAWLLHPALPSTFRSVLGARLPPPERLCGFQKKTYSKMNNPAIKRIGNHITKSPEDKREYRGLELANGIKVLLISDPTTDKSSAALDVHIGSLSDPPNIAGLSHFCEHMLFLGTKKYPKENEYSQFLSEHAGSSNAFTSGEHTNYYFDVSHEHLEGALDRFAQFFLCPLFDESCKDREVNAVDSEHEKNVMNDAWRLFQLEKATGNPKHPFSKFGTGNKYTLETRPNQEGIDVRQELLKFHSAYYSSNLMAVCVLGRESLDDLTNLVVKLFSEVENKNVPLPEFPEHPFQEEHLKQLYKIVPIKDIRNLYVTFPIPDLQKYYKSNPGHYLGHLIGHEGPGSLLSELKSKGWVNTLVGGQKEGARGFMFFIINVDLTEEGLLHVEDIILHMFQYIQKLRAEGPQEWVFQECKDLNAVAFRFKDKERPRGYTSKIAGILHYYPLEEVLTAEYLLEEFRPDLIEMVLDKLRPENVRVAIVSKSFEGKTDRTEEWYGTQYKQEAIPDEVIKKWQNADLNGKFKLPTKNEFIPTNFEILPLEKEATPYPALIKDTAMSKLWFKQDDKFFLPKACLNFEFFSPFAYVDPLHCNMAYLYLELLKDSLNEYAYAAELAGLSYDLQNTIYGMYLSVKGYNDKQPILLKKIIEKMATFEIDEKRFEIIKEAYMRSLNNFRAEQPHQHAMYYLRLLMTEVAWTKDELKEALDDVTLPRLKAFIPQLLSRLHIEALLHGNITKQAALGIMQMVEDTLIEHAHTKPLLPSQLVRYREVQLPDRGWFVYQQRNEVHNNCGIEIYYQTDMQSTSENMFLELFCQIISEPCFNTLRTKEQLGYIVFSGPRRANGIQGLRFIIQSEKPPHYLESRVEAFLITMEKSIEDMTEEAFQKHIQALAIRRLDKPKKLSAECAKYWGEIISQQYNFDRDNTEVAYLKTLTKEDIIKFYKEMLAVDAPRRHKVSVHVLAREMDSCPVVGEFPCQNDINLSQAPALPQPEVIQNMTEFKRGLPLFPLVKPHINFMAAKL
UBC9 SUMO inh = inhibitors of in vitro SUMOylation cascade, primary screen, biochemical, HTRF, uHTS; 290,000 tested, 0.36% active; AID 2006, 2009; HTRF SUMOylation assay, SAE1/SAE2 + UBC9; inhibition, % at 35 µM; in the data active means inhibition above about 50%, passing the limit was not always enough; further: strong numbers were not always called active
IMP-1 inhibitor = IMP-1 metallo-beta-lactamase inhibitors, primary screen, biochemical, epi-absorbance readout, Pseudomonas aeruginosa enzyme. metallo-beta-lactamase IMP-1 (Pseudomonas aeruginosa). purified IMP-1, nitrocefin hydrolysis, epi-absorbance fluorescence. inhibition, % at 5.6 µM. 290,000 tested, 0.45% active. AID 1556, 2009;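 active means inhibition above the mean plus 3 SD of all compounds in the same screening run, cut at about 4.5% in these data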;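 further: 0% = IMP-1 with DMSO and 100% = DMSO wells lacking enzyme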
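System: purified recombinant IMP-1 beta-lactamase. Medium: Zinc- and detergent-supplemented HEPES buffer, pH 7.1. Compound: one 5.6 µM dose […]. Schedule: 15 min preincubation plus 25 min reaction at 25 °C. Technique: Epi-absorbance fluorescence, 480 nm excitation, 530 nm emission.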
DNA FID counter = compounds displacing fluorescent DNA intercalator, primary screen, artefact control for HCV NS3 helicase inhibitor project, biochemical, FID fluorescence | inhibition, % at 7.9 µM | DNA fluorescent intercalator displacement | AID 1845, 2009 | 290,000 tested, 0.17% active; in the data active means inhibition above about 37%;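 further: 0% = vehicle and 100% = reference compound; higher means more ethidium bromide displaced from hairpin DNA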
VIM-2 inhibitor = VIM-2 metallo-beta-lactamase inhibitors, primary screen, biochemical, epi-absorbance readout, Pseudomonas aeruginosa enzyme. purified VIM-2, nitrocefin hydrolysis, epi-absorbance fluorescence. inhibition, % at 5.6 µM. 290,000 tested, 0.89% active. AID 1527, 2009;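 active means inhibition above the mean of all tested compounds plus 3 SD, cutoff set per screening run, cut at about 7.5% in these data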;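 further: red hydrolysis product quenches plate fluorescence so inhibitors raise well fluorescence; 0% = enzyme with DMSO and 100% = DMSO without enzyme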
NS3 helicase inh = inhibitors of HCV NS3 helicase, primary screen, biochemical, Cy5 molecular beacon fluorescence | 290,000 tested, 0.56% active | AID 1800, 2009 | NS3 helicase DNA unwinding | inhibition, % at 10.9 µM;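 active means inhibition above the mean of all tested compounds plus 3 SD, set per campaign, cut at about 35% in these data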;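 further: 0% = DMSO wells and 100% = thioflavine S control wells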
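Control set: DMSO versus 110 µM thioflavine S; Material: NS3 helicase fragment of HCV; Measured by: Cy5 fluorescence at 0 and 60 min, beacon hairpin quenching; Read-out basis: percent inhibition from t60/t0 fluorescence ratio; Times: reaction time 60 min, 25 °C; Repeats: single replicate; Compound dosing: single dose, 10.9 µM nominal final, DMSO 0.8% final.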
p-CIP stab down = p/CIP-EGFP fusion destabilizers, primary screen, fluorescence, F442A cells | Q05BA5 | 16 h | decrease of EGFP signal, % at 10 µM | 290,000 tested, 0.01% active | AID 1984, 2009;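 active means EGFP signal decrease of at least 30% at 10 µM or well 3 SD below plate mean, unless failing retest; inactive means the rest, including hits failing retest or dose response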; further: some compounds called inactive have numbers as strong as hits; many of its hits are not listed in these tables
An asterisk follows results filed as active; nt = not tested or not shown.

#	structure	UBC9 SUMO inh	p-CIP stab down	DNA FID counter	VIM-2 inhibitor	NS3 helicase inh	IMP-1 inhibitor	IDE act	MEKK3 PB1 HTS	PHOSPHO1 inh
1	C[C@H](NC(=O)c1ccc(Cl)cc1)C(=O)NCCc1ccc(S(N)(=O)=O)cc1	-1.4	9.0	-2.7	-3.4	2.8	-3.5	1.4	102.0	9.1
2	CCOc1ccc(NC(=S)NC(C)c2cccs2)cc1 (stereo not given)	-4.6	-8.4	-2.5	-3.2	-3.0	-3.6	-3.3	104.0	-9.8
3	CCOC(=O)c1oc2ccc(CNCCO)c(Cl)c2c1C	14.0	-3.5	5.6	0.6	-1.4	-3.0	0.8	117.0	5.6
4	CN(c1ccccc1)S(=O)(=O)c1cccc(C(=O)OCC(=O)NCc2ccco2)c1	-9.3	-2.4	-29.4	-1.1	-1.9	-0.4	0.6	97.0	65.8*
5	Cc1cc(C)n(C(=O)c2c([N+](=O)[O-])cnn2C)n1	2.8	-5.8	0.4	-2.8	8.1	-4.5	-0.9	94.0	10.4
6	CCn1c(SCC(=O)N2CCc3ccccc3C2)nc2c1c(=O)n(C)c(=O)n2C	20.9	5.9	-5.4	-2.2	-7.8	-3.9	0.6	99.0	1.7
7	CC1(C)Cc2c(cnn2-c2ccc(F)cc2)C(NC(=O)CN2CCCCC2=O)C1 (stereo not given)	-6.5	-10.2	-46.4	-1.2	20.4	-2.2	2.0	99.0	9.6
8	Cc1ccc(N2C(=O)c3ccccc3C2=O)cc1C	-10.4	2.6	-4.7	-1.6	-2.8	-1.8	5.6	86.0	4.2
9	CCN(CC)S(=O)(=O)c1ccc(C2CNC(=O)C2)cc1 (stereo not given)	2.1	-7.7	-3.4	-1.4	1.1	-6.0	0.3	105.0	-2.0
10	Cc1cccn2c(=O)c3cc(C(=O)O)n(C)c3nc12	-3.5	-8.1	-2.3	0.9	-3.8	-1.9	6.2	91.0	-1.5
11	COc1ccc(CNC(=O)N[C@H](C(=O)O)C(C)C)cc1OC	11.3	-6.7	-1.7	1.5	-2.0	-1.0	3.8	95.0	39.6
12	O=C(COC(=O)c1ccc([N+](=O)[O-])s1)Nc1ncc(C(F)(F)F)cc1Cl	24.9	-6.0	-16.4	-3.6	19.7	-2.1	5.1	107.0	-6.0
13	Cc1ccc(C)n1-c1ccc(C(=O)Nc2ccccc2)cc1	9.6	-11.5	-4.8	-5.0	11.9	-4.0	2.6	98.0	-1.5
14	COc1ccc(CSc2nnc(C)n2N)cc1	-24.8	-0.2	1.3	0.4	-2.9	-1.2	-0.1	103.0	-2.2
15	CCOc1ccc(/C=N/NC(=O)CSc2ccccn2)cc1O	18.4	2.6	-22.4	-1.2	6.0	-3.2	4.5	101.0	23.9
16	CC(NC(=O)CCCc1c[nH]c2ccccc12)c1ccc(F)cc1 (stereo not given)	12.6	-10.2	-17.8	0.3	0.6	2.5	3.2	98.0	10.3
17	Fc1ccc(N/N=C/c2ccc(N3CCOCC3)cc2)c(F)c1	-8.3	10.5	-11.3	-2.7	3.5	-1.8	-6.1	94.0	-121.4
18	Cn1c(NN)nc2c1c(=O)n(Cc1ccccc1)c(=O)n2C	16.6	-14.4	-12.2	-7.8	30.4	-6.5	4.1	107.0	32.7
19	Cc1ccccc1CNc1ncnc2cc(Cl)ccc12	12.8	-9.2	-15.8	-1.7	-12.4	-1.9	-15.7	101.0	31.3
20	CCS(=O)(=O)N1CCC(C(=O)Nc2cccc(C(C)=O)c2)CC1	-11.4	-7.8	0.9	-1.6	9.3	-3.9	2.7	100.0	-14.0
21	COC(=O)C1C(C(C)C)N(c2ccccc2)OC1(C)O (stereo not given)	16.3	-17.0	-2.8	-2.0	-5.1	-2.5	-3.1	90.0	-19.7
22	C/[N+]([O-])=C\C1C(=O)CCCC1=O	0.0	2.1	1.5	-0.4	1.9	-1.4	-8.6	105.0	47.1
23	CC1=C(C)CC(C(=O)NNC(=O)c2ccccc2O)C(C(=O)O)C1 (stereo not given)	1.6	-4.7	-3.5	-5.4	4.4	-2.3	2.1	105.0	26.2
24	COc1cc2c(cc1OC)CN(C(=O)CCN1C(=O)C3CCCCC3C1=O)CC2 (stereo not given)	2.1	4.2	-13.1	1.4	5.5	-1.2	1.7	95.0	44.8
25	COc1ccc(C[C@H]2CN3C(=NC[C@@H]3Cc3ccccc3)N2CCNC(=O)c2ccc(C)c(Br)c2)cc1	-10.0	5.1	16.4	-2.3	-68.5	-2.5	15.2	109.0	17.7
26	O=C1C(C23CC4CC(CC(C4)C2)C3)C(=O)N(c2ccccc2)N1c1ccccc1	11.0	-0.2	-2.3	-2.2	0.1	-2.1	4.9	102.0	3.9
27	O=C(NCc1ccco1)c1ccc(COc2ccccc2[N+](=O)[O-])o1	10.9	-5.6	-9.3	-3.5	-0.9	-2.0	0.8	103.0	37.0
28	Cc1ccc(NC(=O)/C(CN(C)C)=N\O)cc1	5.9	-9.0	0.4	-5.3	-0.2	-2.3	5.7	110.0	0.0
29	CC(=O)Nc1ccc(-c2csc(NC(=O)Nc3ccccc3)n2)cc1	35.9	-0.1	-8.7	-2.2	-2.9	-2.9	-6.7	101.0	-27.5
30	Cc1cccc(NC2(C(F)(F)F)N=C3SCCN3C2=O)n1 (stereo not given)	9.6	-0.5	-0.2	-2.7	1.9	-4.4	-1.6	110.0	13.8

Values by screen from above.
PHOSPHO1 inh, compounds 19–24, in order: 31.3, -14.0, -19.7, 47.1, 26.2, 44.8
DNA FID counter, compounds 19–24, in order: -15.8, 0.9, -2.8, 1.5, -3.5, -13.1

Later entries:
#	structure	UBC9 SUMO inh	p-CIP stab down	DNA FID counter	VIM-2 inhibitor	NS3 helicase inh	IMP-1 inhibitor	IDE act	MEKK3 PB1 HTS	PHOSPHO1 inh
31	CCCN(CC(=O)Nc1ccccc1C)C(=O)c1cc(=O)[nH]c2ccccc12	8.6	2.5	-14.0	-3.2	-2.4	-3.9	7.3	98.0	-17.9
32	O=C(COc1ccc2ccccc2c1)NNC(=O)Cc1ccccc1	-149.5	-6.6	-0.3	-2.9	1.0	-3.2	-0.9	107.0	8.3
33	CC1(C)Cc2c(sc(/N=C/N3CCCC3)c2C#N)C(C)(C)N1	10.9	-11.9	11.5	2.1	6.0	-1.9	1.9	97.0	-8.0
34	Cc1ccc(-n2nc(C)c(/C=N/n3c(C)n[nH]c3=S)c2Cl)cc1	7.5	-5.3	-9.6	-1.7	3.7	-4.1	-9.6	99.0	8.1
35	CC(C)(C)NC(=O)c1ccc2c(c1)N(CC(=O)N1CCCC1)C(=O)C(C)(C)O2	0.6	-8.5	-16.9	-1.9	5.2	-3.2	1.5	107.0	13.9
36	CCC(C)NS(=O)(=O)c1ccc(OCC(=O)NCc2ccccn2)cc1 (stereo not given)	23.3	-3.6	-11.4	1.5	23.4	0.3	3.8	78.0	27.9
37	COc1ccc(NC(=O)C2CCCN(c3nc(C)cc(C)n3)C2)cc1 (stereo not given)	25.9	-5.8	-1.2	-3.0	6.6	-0.6	1.1	101.0	37.0
38	CN(C1CCS(=O)(=O)C1)S(=O)(=O)c1ccccc1[N+](=O)[O-] (stereo not given)	5.1	-5.3	-2.0	-3.9	0.2	-2.9	-1.6	96.0	-6.6
39	CCCCCCn1c(N2CCN(c3ccccc3)CC2)nc2c1c(=O)[nH]c(=O)n2C	18.9	-12.1	-9.9	-3.0	4.0	-3.4	5.9	104.0	-14.1
40	Cc1cccc(N2CCN(C(=O)C3CCN(c4ncnc5c4nc4n5CCCCC4)CC3)CC2)c1C	-5.0	-21.5	-53.1	-2.0	-26.8	-3.3	-14.3	103.0	31.5
41	COc1ccc(CNS(=O)(=O)c2cc(-c3cc(C)no3)ccc2C(C)C)cc1	-15.3	3.9	-26.6	-0.8	9.5	-2.5	-1.5	99.0	6.7
42	O=C(CSC(=S)N1CCCC1)c1cc(Br)cc(Br)c1O	13.3	14.1	-2.7	0.8	6.4	0.1	nt	100.0	8.6
43	Cc1ccc(S(=O)(=O)CCC(=O)OCC(=O)Nc2ncc(Cl)cc2Cl)cc1	17.4	-14.9	-7.6	-1.1	3.6	-4.0	-0.1	103.0	20.0
44	CCCC(C(=O)NC(C)(C)C)N(Cc1ccc(F)cc1)C(=O)c1snc(C(N)=O)c1N (stereo not given)	-1.8	-5.3	-33.6	-2.5	-11.7	-2.9	3.0	101.0	44.4
45	O=C(NC(=S)NC1CCCC1)c1ccccc1	-4.8	-10.0	-13.1	-0.8	-6.7	-2.1	-2.3	100.0	-5.4
46	COc1ccc(N2CCN(Cc3ccc(Br)s3)CC2)cc1	-8.0	0.4	11.3	-1.6	-8.3	-1.3	0.5	105.0	30.0
47	Cc1cc(C)c(C)c(S(=O)(=O)N2C(=S)NC(=O)C2C(C)C)c1C (stereo not given)	-2.3	-13.1	-17.9	-1.6	9.0	-4.6	1.8	103.0	-21.8

Some entries already given, limited to IMP-1 inhibitor and VIM-2 inhibitor:
#	Structure	IMP-1 inhibitor	VIM-2 inhibitor
20	CCS(=O)(=O)N1CCC(C(=O)Nc2cccc(C(C)=O)c2)CC1	-3.9	-1.6
21	COC(=O)C1C(C(C)C)N(c2ccccc2)OC1(C)O (stereo not given)	-2.5	-2.0
22	C/[N+]([O-])=C\C1C(=O)CCCC1=O	-1.4	-0.4

Screening results as filed in PubChem BioAssay.

A portion of the library (hit frequency here may not be typical).
